C2C12 statin = suppression of simvastatin myotoxicity; C2C12 myotubes + simvastatin, ATP luminescence, 48 h; scaled: DMSO 0, geranylgeraniol control 100; rescue of ATP level, % at 7.49 µM; 0.78% of 330,000 active; AID 602340;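 active = mean ATP rescue above about 67%, or every replicate alone reaching that limit, limit read from the data, passing the limit was not always enough; inconclusive = no clear call, values can overlap the other calls; inactive = mean under the limit and some replicate under it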;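 also: myotubes were challenged with 10 µM simvastatin during compound exposure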
ERp5 inh = inhibitors of human ERp5; ERp5 insulin aggregation, absorbance 650 nm, 90 min; inhibition, % at 9.99 µM; 0.05% of 350,000 active;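 active = mean replicate inhibition above about 25%, with every replicate also reaching it, limit read from the data, passing the limit was not always enough; inconclusive = only one of those two criteria met; inactive = neither criterion met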
Target sequence (Q15084 whole entry, looked up): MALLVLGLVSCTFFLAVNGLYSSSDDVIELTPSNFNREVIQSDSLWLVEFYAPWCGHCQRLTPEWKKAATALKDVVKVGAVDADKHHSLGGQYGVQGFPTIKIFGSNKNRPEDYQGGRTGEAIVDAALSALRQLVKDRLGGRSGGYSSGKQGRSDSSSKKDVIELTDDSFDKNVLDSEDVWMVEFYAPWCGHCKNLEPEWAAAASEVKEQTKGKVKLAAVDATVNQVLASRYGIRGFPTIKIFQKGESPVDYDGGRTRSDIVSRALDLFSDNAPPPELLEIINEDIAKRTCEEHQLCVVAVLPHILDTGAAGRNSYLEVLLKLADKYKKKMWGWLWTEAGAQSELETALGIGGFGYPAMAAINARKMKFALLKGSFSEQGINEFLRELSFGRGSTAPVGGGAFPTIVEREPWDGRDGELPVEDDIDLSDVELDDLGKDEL
Cneo AK release = causes C. neoformans cell lysis; adenylate kinase release luminescence, 4 h; normalised: neutral wells 0, clomiphene wells 100; lysis activity, % at 15 µM; 0.2% of 360,000 active; AID 651654;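 active = mean lysis activity across replicates of at least 80%, whatever share of replicates individually reach that level; inactive = mean lysis activity below 80%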
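read-out = cell lysis signal | test system = log-phase Cryptococcus neoformans yeast cells | input = cells at 5 × 10^6 per mL | medium = fresh YPD growth medium | signal = luminescent adenylate kinase detection reagent | timing = 4 h at 37 °C static, read 1 h later | dosing = single dose | controls = Clomiphene as positive lysis control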
miR122 inh = miR-122 inhibition in Huh7 cells; Huh7 miR-122 Renilla luciferase sensor, 48 h; neutral wells = 0, positive control = 100; activation (reporter increase), % at 12.5 µM; 0.3% of 340,000 active;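 active = mean replicate activation score at least 90 and every replicate individually at or above 90; inconclusive = only one of the two criteria met; inactive = neither criterion met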;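 also: higher luciferase means less miR-122 activity so hits act as miR-122 inhibitors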
ARNT-TACC3 inh = disrupts binding between human ARNT and TACC3; 0.66% of 390,000 active; AlphaScreen His-ARNT PAS-B/GST-TACC3 binding, luminescence; TACC3 fragment carries E629A point mutation; inhibition, % at 9.99 µM;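 active = mean inhibition of replicates at least 50% and at least half of replicates each reaching 50%; inconclusive = half or more replicates reach 50% but mean below 50%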;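 also: 0% = complete ARNT plus TACC3 wells and 100% = ARNT alone without TACC3; many hits fall short of the cut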
SIRT5 inh = blocks human SIRT5 desuccinylation of peptide. inhibition, % at 15 µM. Q9NXA8. Purified SirT5, succinyl-peptide AMC, trypsin-coupled fluorescence. 1.1% of 330,000 active; in the data active = inhibition above about 15%; inconclusive = no clear call, values can overlap the other calls
Target sequence (Q9NXA8 whole entry, looked up): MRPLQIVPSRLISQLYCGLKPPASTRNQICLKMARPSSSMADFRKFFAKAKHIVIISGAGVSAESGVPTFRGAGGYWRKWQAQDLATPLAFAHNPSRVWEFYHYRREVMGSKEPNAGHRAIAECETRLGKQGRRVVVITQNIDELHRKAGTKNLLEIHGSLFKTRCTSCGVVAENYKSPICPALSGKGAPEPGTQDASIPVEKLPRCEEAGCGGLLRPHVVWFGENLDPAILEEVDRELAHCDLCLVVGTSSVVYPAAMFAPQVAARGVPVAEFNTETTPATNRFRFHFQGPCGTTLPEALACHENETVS
esBAF inh = blocks esBAF chromatin remodeling in mouse ES cells; Bmi1-luciferase knock-in reporter, 24 h; 100% = twice the neutral-well signal; reporter increase, % at 12.5 µM; 2% of 350,000 active; AID 602393; in the data active = activation above about 40%; inconclusive = no clear call, values can overlap the other calls;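 also: 0% = median of the plate's neutral control wells and 100% = double that signal; a rise in the Bmi1 reporter signal indicates esBAF inhibition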
Starred values were filed as active, the others as inactive; ? = inconclusive; / = no result given; [ ] = remark or other dose.

SMILES	C2C12 statin	ERp5 inh	Cneo AK release	miR122 inh	ARNT-TACC3 inh	SIRT5 inh	esBAF inh
CC1Cc2ccccc2N1C(=O)COC(=O)C1(c2ccccc2F)CCCC1 (stereo unspecified)	2	/	-1	-3	4	/	4
Cc1cc(C)c(NC(=O)COC(=O)c2ccc([N+](=O)[O-])s2)c(C)c1	/	/	-1	0	-3	/	/
C=CCSc1nnc(-c2cccnc2)o1	/	4	-1	-2	-7	-1	10
CC1C/C(=N\NC(=S)NCc2ccccc2)CC(C)(C)C1 (stereo unspecified)	-2	/	-1	2	2	/	2
COc1ccc(C(=O)NNC(=O)CSc2nc3c([nH]2)c(=O)n(C)c(=O)n3C)cc1	/	-5	0	/	-6	1	/
Cc1cc(=O)oc2cc(OCC(=O)NCCc3nc4ccccc4[nH]3)ccc12	/	/	-4	2	5	/	4
Cc1ccc(C(=O)NNC(=O)Cc2ccccc2)cc1	-10	4	0	-3	2	0	5
CCCC(C)NC(=O)CSc1nnc2ccccn12 (stereo unspecified)	/	-2	/	/	-4	-3	/
Cc1ccc(O)c(NC(=S)NC(=O)Cc2ccc(Cl)cc2)c1	48	2	-3	/	-9	-1	-8
CCOC(=O)N1CCC(n2c(SCC(=O)Nc3ccccc3OC)nc3ccccc3c2=O)CC1	-13	/	-1	-22	3	/	-2
CCCC#Cc1ccc2c(c1)O[C@@H](CN(C)C(=O)Nc1ccc(OC)cc1)[C@H](C)CN([C@@H](C)CO)S2(=O)=O	27	17	-1	25[16.7 µM]	6	10	-2
Cc1ccc(-n2ncc(C(=O)O)c2C2CCN(C(=O)OC(C)(C)C)CC2)cc1	1	/	-1	-2	-1	/	6
O=C(C1CCOCC1)N1[C@@H]2CNc3ccccc3[C@@H]2[C@@H]1CO	32	-2	-4	33[16.7 µM]	0	3	-9
Cc1cccc(NC(=O)CSCc2cc(=O)n3nc(C4CC4)sc3n2)c1	-16	0	4	/	-3	-1	-3
O=C(/C=N/O)NCCN1CCCCC1	19	-5	1	1	-6	-1	1

Ordered by SMILES length (ascending): 3 of the compounds above.
SMILES	C2C12 statin	ERp5 inh	Cneo AK release	miR122 inh	ARNT-TACC3 inh	SIRT5 inh	esBAF inh
O=C(/C=N/O)NCCN1CCCCC1	19	-5	1	1	-6	-1	1
CCCC(C)NC(=O)CSc1nnc2ccccn12 (stereo unspecified)	/	-2	/	/	-4	-3	/
O=C(C1CCOCC1)N1[C@@H]2CNc3ccccc3[C@@H]2[C@@H]1CO	32	-2	-4	33[16.7 µM]	0	3	-9

New compounds follow
SMILES	C2C12 statin	ERp5 inh	Cneo AK release	miR122 inh	ARNT-TACC3 inh	SIRT5 inh	esBAF inh
CCCN1Cc2cccc(C(=O)NCc3ccccc3OC)c2C1=O	11	/	-1	8	0	/	2
COC(=O)C[C@H]1CC[C@@H]2[C@@H](COc3ccc(NC(=O)Nc4ccccc4C)cc3C(=O)N2C)O1	0	-3	5	8[16.7 µM]	-4	3	1
O=C(CSc1ncnc2ccccc12)N1CCNC1=O	-9	-7	-1	-10	-2	0	42*
COc1ccc(C(=O)N(C)CC(O)c2ccccc2)cc1OC1CCN(C(C)=O)CC1 (stereo unspecified)	5	-8	4	5	35	1	-1
CCCOc1ccc(OCCSc2nnc(N)s2)cc1	3	/	-2	-1	-1	/	53*
C[C@H]1CN([C@@H](C)CO)C(=O)Cc2cc(NS(C)(=O)=O)ccc2O[C@H]1CN(C)Cc1ccc(C(=O)O)cc1	-10	-1	2	7[16.7 µM]	5	2	-3
Cc1c(-c2ccc(F)cc2)[n+](=O)c2c(n1[O-])CCCCC2	/	6	/	/	0	0	/
CCN1CCN(C(=O)c2cc(COc3c(C)cccc3C)on2)CC1	-7	-10	-1	8	-5	-4	-4
Cc1ccccc1-c1nc(CS(=O)(=O)CC(=O)Nc2cc(F)ccc2F)c(C)o1	6	-2	-1	/	-2	2	-5
Cc1cc(C)cc(N(CC(=O)NC2CCCCC2)C(=O)CCC(=O)Nc2cc(C)ccn2)c1	/	/	1	1	-16	/	4
Cc1ccc(NC(=O)COC(=O)c2ccccc2F)cc1S(=O)(=O)N1CCCCC1	-3	6	-3	/	-2	4	/
CC(C)c1ccccc1NC(=O)C1C2C=CC(C2)C1C(=O)O (stereo unspecified)	-4	4	-2	5	-4	-1	-3
CCc1ccc(CN(C)Cc2nc(COc3ccccc3)no2)nc1	/	0	/	/	-5	-6	/
O=C(CCN1C(=O)C2C3C=CC(C4CC34)C2C1=O)Oc1cccc2cccnc12 (stereo unspecified)	42	/	-1	0	6	/	-4
O=C(CCNC(=O)C1CCN(S(=O)(=O)c2ccc(F)cc2)CC1)NCc1ccc(Cl)cc1	33	3	1	2	-2	-13	3
CCOC(=O)C1(CCOc2ccccc2)CCN(Cc2ccc(OC)c(COC)c2)CC1	-8	6	3	-13	8	/	-3
CCc1ccccc1NC(=O)CSc1nnc(CCNC(=O)OC(C)(C)C)o1	14	0	/	/	-6	-4	-1
C[C@@H]1CN([C@@H](C)CO)C(=O)c2cccc(NC(=O)c3cnccn3)c2O[C@H]1CN(C)S(=O)(=O)c1ccccc1	-44	/	/	8[16.7 µM]	/	/	1
Cn1ncc(N=Cc2c(O)ccc3ccccc23)c1C(=O)N1CCOCC1	0	/	0	-3	0	/	-8
CCNC(=O)C1(C)CCN(C(=O)c2ccccc2)C1 (stereo unspecified)	12	3	-1	-3	/	/	-8
Cc1ccc(-c2ccc([C@H]3[C@@H](CO)N4CCCCN(C(=O)Nc5cccc(F)c5)C[C@@H]34)cc2)cc1	/	-2	-2	-5[16.7 µM]	9	/	/
Cc1ccccc1OCc1nnc(SC(C)C(=O)O)n1-c1ccccc1 (stereo unspecified)	-1	-3	6	-3	/	/	-8
O=C(CCS(=O)(=O)Cc1ccccc1)N1CCN(Cc2ccccc2)CC1	/	-11	/	/	0	-1	/
N#Cc1ccc(S(=O)(=O)N2CCc3[nH]c4ccc(F)cc4c3C2)cc1	4	-6	3	18	-2	-1	1
O=C(O)c1nn(Cc2nc3ccccc3o2)c(=O)c2ccccc12	1	0	-2	3	-1	-6	-1
CCC(C(=O)OCC(=O)Nc1ccc(OC)cc1OC)c1ccccc1 (stereo unspecified)	/	3	/	-9	13	1	/
COc1ccccc1NC(=O)c1cc2ccccc2o1	12	/	-7	0	0	/	72*
O=C(Nc1nnc(-c2ccc(Br)cc2)o1)c1cccc(N2C(=O)CCC2=O)c1	-3	-17	-1	-2	18	-3	4
Cc1ccc(CNC(=O)c2nnc(CS(=O)(=O)c3ccccc3)o2)cc1	7	5	-1	-7	-5	-7	2
COc1cc(OC)c(C(=O)Nc2cccc3ccccc23)cc1OC	-15	-4	-1	-2	-11	3	21

Record cards (already shown). Values in the order: C2C12 statin	ERp5 inh	Cneo AK release	miR122 inh	ARNT-TACC3 inh	SIRT5 inh	esBAF inh
Shown for `COc1ccc(C(=O)N(C)CC(O)c2ccccc2)cc1OC1CCN(C(C)=O)CC1` (stereo unspecified) : 5	-8	4	5	35	1	-1
Shown for `Cn1ncc(N=Cc2c(O)ccc3ccccc23)c1C(=O)N1CCOCC1` : 0	/	0	-3	0	/	-8
Shown for `C[C@@H]1CN([C@@H](C)CO)C(=O)c2cccc(NC(=O)c3cnccn3)c2O[C@H]1CN(C)S(=O)(=O)c1ccccc1` : -44	/	/	8[16.7 µM]	/	/	1

Next structures follow:
SMILES	C2C12 statin	ERp5 inh	Cneo AK release	miR122 inh	ARNT-TACC3 inh	SIRT5 inh	esBAF inh
Cn1cc(/C=C(\NC(=O)c2ccccc2Cl)C(=O)N2CCOCC2)c2ccccc21	11	/	5	-2	5	11	2
COc1ccc(CNc2ncnc3cc(OC)c(OC)cc23)cc1	111*	/	0	-3	0	/	-6
COc1ccc(C(CCNCc2ccc(OC)c(OC)c2)c2ccc(F)cc2)cc1 (stereo unspecified)	10	6	-4	4	-8	-2	-1
O=C(N/N=C\c1cccc(F)c1)c1ccc(-c2ccccc2)cc1	-3	-1	3	-1	-5	-6	27
CCCN1CCC(N2CCCC(C(=O)O)C2)CC1 (stereo unspecified)	11	2	3	-3	-13	/	16
CCOc1ccc(C(C)=O)cc1COC(=O)c1ccc2c(c1)NC(=O)CS2	-5	0	0	-11	5	-4	0
CO[C@H]1CN(C)C(=O)c2cc(NC(=O)Cc3ccccc3)ccc2OC[C@H](C)N(C(=O)c2ccccc2F)C[C@H]1C	-12	-7	-2	/	-5	2	-6
Cc1cc(N/N=C/c2cccc(F)c2)nc(NCc2ccccc2)n1	/	3	/	/	2	3	/
OCC1(Cc2ccc(F)cc2F)CCCN(Cc2ccc(Cl)cc2)C1 (stereo unspecified)	-16	4	-5	6	-2	-2	-6
O=c1c2c(nc3c(-c4cccc5ccccc45)c[nH]n13)CCC2	-6	/	1	1	0	/	-1
COc1ccc(CCNC(=O)c2nnn(-c3cc(C)cc(C)c3)c2N)cc1OC	5	/	0	-2	/	/	25
CCOc1cc(C(N)=O)cc(Br)c1OCc1ccccc1	/	0	0	/	-6	-2	/
COC(=O)C[C@@H]1CC[C@@H]2[C@H](COc3ccc(NC(=O)c4ccccc4OC)cc3C(=O)N2C)O1	1	/	1	33[16.7 µM]	-6	/	-5
CC(=O)Nc1ccccc1OCC(=O)NC1CCCCC1C (stereo unspecified)	-13	3	-1	-3	-5	3	0
Cc1ccc(NC(=O)CN(C)C(=O)C2COc3ccccc3O2)cc1 (stereo unspecified)	/	-1	/	/	1	2	/

No new results follow: an excerpt of the list.
SMILES	C2C12 statin	ERp5 inh	Cneo AK release	miR122 inh	ARNT-TACC3 inh	SIRT5 inh	esBAF inh
O=c1c2c(nc3c(-c4cccc5ccccc45)c[nH]n13)CCC2	-6	/	1	1	0	/	-1
COc1ccc(CCNC(=O)c2nnn(-c3cc(C)cc(C)c3)c2N)cc1OC	5	/	0	-2	/	/	25

Random excerpt: three compounds from above, in no set order.
SMILES	C2C12 statin	ERp5 inh	Cneo AK release	miR122 inh	ARNT-TACC3 inh	SIRT5 inh	esBAF inh
COC(=O)C[C@@H]1CC[C@@H]2[C@H](COc3ccc(NC(=O)c4ccccc4OC)cc3C(=O)N2C)O1	1	/	1	33[16.7 µM]	-6	/	-5
COc1ccc(CNc2ncnc3cc(OC)c(OC)cc23)cc1	111*	/	0	-3	0	/	-6
Cn1cc(/C=C(\NC(=O)c2ccccc2Cl)C(=O)N2CCOCC2)c2ccccc21	11	/	5	-2	5	11	2

(next part)
SMILES	C2C12 statin	ERp5 inh	Cneo AK release	miR122 inh	ARNT-TACC3 inh	SIRT5 inh	esBAF inh
COc1oc(-c2ccccc2)nc1C(F)(F)F	-11	/	0	-1	-6	/	-2
Nc1ccc2nc(-c3ccc(Cl)cc3)[nH]c2c1	-12	?	-1	4	-41	-1	12
O=C(/C=C/c1ccccc1)Nc1ccc(NC(=O)c2cccs2)cc1	-5	3	6	-13	-5	-5	0
CCC(=O)Nc1ccc2c(c1)C(=O)N(C)C[C@@H](OC)[C@@H](C)CN(Cc1ccccc1OC)[C@@H](C)CO2	3	1	42	6[16.7 µM]	-6	0	-3
